NTR1 agonist: agonists of NTR1, primary screen, imaging, U2OS cells, beta-arrestin-GFP, high content (AID 493036) | Neurotensin receptor type 1 (Homo sapiens), P30989 | NTR1-U2OS beta-arrestin-GFP spot imaging, agonist mode | activation, % at 20 µM | 0.17% of 330,000 active;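 active means activation at or above 40% of the spot to cytoplasm intensity ratio, with at least 20 cells analyzed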;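 further: 0% = DMSO without peptide and 100% = 100 nM NTR1 peptide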
Target sequence (P30989 whole entry, looked up): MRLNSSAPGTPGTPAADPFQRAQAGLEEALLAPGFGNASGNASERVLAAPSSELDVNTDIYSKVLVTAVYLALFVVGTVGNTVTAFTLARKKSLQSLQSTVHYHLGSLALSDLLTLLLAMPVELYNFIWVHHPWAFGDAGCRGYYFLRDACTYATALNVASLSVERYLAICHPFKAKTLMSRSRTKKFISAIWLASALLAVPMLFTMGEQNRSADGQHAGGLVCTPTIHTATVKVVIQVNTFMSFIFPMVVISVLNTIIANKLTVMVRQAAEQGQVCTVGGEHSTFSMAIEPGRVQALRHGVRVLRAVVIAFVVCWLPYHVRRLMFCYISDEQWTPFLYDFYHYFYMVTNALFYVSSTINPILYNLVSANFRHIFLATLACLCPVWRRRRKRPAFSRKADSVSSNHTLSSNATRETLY
KOR beta-arrestin-1: KOR antagonists, beta-arrestin recruitment, cell-based, luminescence, uHTS (AID 1778); 0.091% of 290,000 active; one-dose inhibition, % at 10 µM; IC50 in µM for titrated hits; Kappa-type opioid receptor (Homo sapiens); KOR beta-arrestin recruitment, luminescence, antagonist mode; higher % means a stronger effect; further: strong numbers were not always called active
TNAP activators: human TNAP enzyme activators, primary screen, biochemical, luminescent, no phosphate acceptor, uHTS (AID 1001). 0.03% of 200,000 active. activation fold at 20 µM; hits with a dose series show EC50 in µM. purified TNAP, luminescent activation assay, no phosphate acceptor; higher activation fold means a stronger effect; in the data active means activation fold from about 3, or a potency from the dose series; inactive means the rest, 99 in 100 with activation fold below about 1.6; further: many of its hits are not listed in these tables
GPR55 beta-arrestin: GPR55 agonists via beta-arrestin recruitment, primary screen, imaging, U2OS cells, beta-arrestin-GFP redistribution (AID 1961). G-protein coupled receptor 55 (Homo sapiens). U2OS GPR55 beta-arrestin-GFP redistribution imaging; higher % means a stronger effect. activation, % at 10 µM, or EC50 in µM where a hit was titrated. 0.048% of 290,000 active;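 active means activation above 40% with more than 50 cells counted in the well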;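 further: U2OS osteosarcoma cells stably expressing GPR55 and beta-arrestin-GFP; plate controls were DMSO negative control for no effect and LPI positive control for full effect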
CSM14.1 death rescue: rescue of cells from ER stress-induced death, primary screen, 384-well, CSM14.1, thapsigargin, ATP luminescence (AID 1222); CSM14.1 thapsigargin-induced death rescue, ATP luminescence; higher % means a stronger effect; cellular ATP content (survival), % at 20 µM, or EC50 in µM where a hit was titrated; 190,000 tested, under 10 active;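 active means EC50 below 50 µM in the dose-response confirmation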;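 further: death triggered by thapsigargin at about 15 µM added after 2 h compound pretreatment; cell ATP read after overnight thapsigargin exposure of roughly 18 to 22 hours; normalized against plate controls of thapsigargin alone and 5% DMSO vehicle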
NOD2 inhibition: NOD2 signaling inhibitors, cell-based, luminescence, uHTS, HEK293 (AID 1566); HEK293 NOD2/NF-kB luciferase reporter, luminescence; higher % means a stronger effect; 0.63% of 290,000 active; one-dose inhibition, % at 4 µM; EC50 in µM for titrated hits; further: many of its hits are not listed in these tables
KOR beta-arrestin-2: KOR agonists, beta-arrestin recruitment, primary screen, cell-based, luminescence, uHTS (AID 1777). KOR beta-arrestin recruitment, luminescence; higher % means a stronger effect. 0.02% of 280,000 active. Kappa-type opioid receptor (Homo sapiens). activation, % at 10 µM, or EC50 in µM where a hit was titrated; in the data active means activation above about 50%, passing the limit was not always enough; further: a part of the inactive calls stands beside numbers as strong as those of hits
Yfh1-off respiration: enhancers of respiration in Yfh1-depleted yeast, dose response, Friedreich's ataxia, plus single-dose screen (AID 1465). S. cerevisiae Yfh1-off respiration, WST-1 reduction, 72 h; higher fold induction means a stronger effect. 0.074% of 220,000 active. fold induction at 50 µM, or EC50 in µM where a hit was titrated;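 active means fold induction of absorbance versus untreated yeast above a set limit, then at least 30% activation at any dose in follow-up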;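 further: activators that raise dye reduction in frataxin-depleted yeast; strong numbers were not always called active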
NOD1 inhibition: NOD1 signaling inhibitors, primary screen, cell-based, luminescence, uHTS (AID 1578); NOD1-driven NF-kB luciferase reporter cells, luminescence; higher % means a stronger effect; 1% of 290,000 active; one-dose inhibition, % at 4 µM; EC50 in µM for titrated hits; in the data active means inhibition mostly above about 36%, no sharp cut-off; inactive means mostly below about 34%;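 further: HEK-293T reporter cells stimulated with the NOD1 agonist gamma-tri-DAP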
NTR1 agonist cell count 20 µM: also measured in NTR1 agonist; calls as there; cell count; measured here: cell count, cytotoxicity flag
Numbers without * were called inactive; i = inactive; . = no result given; [ ] = dose if it differs, or a comment. Unless noted, no stated cut-off is given here; in the data, active means inhibition above about 50%; inactive means the rest. A portion of the library (hit frequency here may not be typical).

[1] O=C1NCCCN1Cc1ccc(F)cc1
[2] Cc1ccccc1OCC(=O)Nc1sc2c(c1C#N)CCC2
[3] Cn1cnnc1SC1c2cccc3cccc(c23)C1NS(=O)(=O)c1ccc(Cl)cc1 (configuration not stated)
[4] CC(=O)c1ccc(Sc2nnc(C)s2)c([N+](=O)[O-])c1
[5] Cc1ccc(NC(=O)c2ccc(Cl)c(N3C(=O)CCC3=O)c2)cc1
[6] O=C(Nc1nc2ccc(Cl)cc2s1)c1ccc(N2CCCCC2)c([N+](=O)[O-])c1
[7] CCOC(=O)c1c(NC(=O)CSc2nc3cc(Cl)ccc3c(=O)n2Cc2ccco2)sc(C(=O)N(C)C)c1C
[8] Cc1c(OC(=O)CNC(=O)OC(C)(C)C)ccc2c3c(c(=O)oc12)CCC3

Screen / compound no.	1	2	3	4	5	6	7	8
NTR1 agonist	-1.5	4.1	6.2	3.6	-0.8	0.8	3.2	7.2
NTR1 agonist cell count 20 µM	52	52	67	72	71	53	70	77
KOR beta-arrestin-1	-33%	1%	30%	-9%[20 µM]	-2%	-6%	-26%	7%
TNAP activators	0.9	1.1	0.9	1.1	.	1.1	1	1.1
GPR55 beta-arrestin	-0.1%	-0.2%	0.5%	0.0%	0.1%	0.0%	-0.2%	-0.1%
CSM14.1 death rescue	-0.4%	-1.1%	0.1%	0.2%	.	-5.5%	9.0%	-1.9%
NOD2 inhibition	-14%	-2%	4%	46%	20%	17%	2%	3%
KOR beta-arrestin-2	9.6%	15%	8.1%	.	-4.5%	-2.7%	1.5%	-1.0%
Yfh1-off respiration	i	i	i	i	.	i	i	i
NOD1 inhibition	-23%	-16%	-9%	30%	-11%	-16%	-22%	3%

[9] C/C(N)=C(/C#N)C(=O)CSc1nn(-c2ccc(Cl)cc2)c(=S)s1
[10] O=C(NCCc1ccc(O)c(O)c1)C1COc2ccccc2O1 (configuration not stated)
[11] CC(C)N(c1ccccc1)c1ccc(NC(=S)NCCN(C)C)cc1
[12] COc1ccccc1N1CCN(C(=O)C2CCCO2)CC1 (configuration not stated)
[13] O=[N+]([O-])c1ccc(C(O)CN2CCN(Cc3ccccc3)CC2)cc1 (configuration not stated)
[14] c1ccc(OCCn2c(-c3ccco3)nc3ccccc32)cc1
[15] CN(C)CCCNS(=O)(=O)c1ccc(NC2CCCCCC2)c([N+](=O)[O-])c1
[16] COc1ccccc1N=CC1=C(O)CC(c2ccccc2)CC1=O (configuration not stated)

Screen / compound no.	9	10	11	12	13	14	15	16
NTR1 agonist	10	2.6	0.4	-0.7	0.0	0.2	2.5	-0.8
NTR1 agonist cell count 20 µM	52	54	32	47	78	45	50	107
KOR beta-arrestin-1	-7%	-38%	-35%	-46%	26%	-7%	-32%	6%
TNAP activators	1	.	1.1	1.1	.	1	.	1
GPR55 beta-arrestin	-0.6%	-0.1%	0.0%	-0.4%	0.4%	-0.1%	-0.1%	0.6%
CSM14.1 death rescue	-1.1%	.	-6.9%	-2.6%	.	3.9%	.	-0.6%
NOD2 inhibition	-50%	-5%	16%	-18%	-1%	-17%	43%	10%
KOR beta-arrestin-2	0.2%	2.9%	-5.9%	7.7%	-4.3%	-0.8%	0.5%	0.1%
Yfh1-off respiration	i	.	i	i	.	i	.	i
NOD1 inhibition	-40%	-33%	-23%	11%	-6%	11%	4%	2%

Laid out differently: four of the compounds above
cpd	smiles	NTR1 agonist	NTR1 agonist cell count 20 µM	KOR beta-arrestin-1	TNAP activators	GPR55 beta-arrestin	CSM14.1 death rescue	NOD2 inhibition	KOR beta-arrestin-2	Yfh1-off respiration	NOD1 inhibition
15	CN(C)CCCNS(=O)(=O)c1ccc(NC2CCCCCC2)c([N+](=O)[O-])c1	2.5	50	-32%	.	-0.1%	.	43%	0.5%	.	4%
12	COc1ccccc1N1CCN(C(=O)C2CCCO2)CC1 (configuration not stated)	-0.7	47	-46%	1.1	-0.4%	-2.6%	-18%	7.7%	i	11%
14	c1ccc(OCCn2c(-c3ccco3)nc3ccccc32)cc1	0.2	45	-7%	1	-0.1%	3.9%	-17%	-0.8%	i	11%
16	COc1ccccc1N=CC1=C(O)CC(c2ccccc2)CC1=O (configuration not stated)	-0.8	107	6%	1	0.6%	-0.6%	10%	0.1%	i	2%

Remaining list, next part.
[17] Cc1cc(N/C=C2\CCCCC2=O)no1
[18] CCOC(=O)c1[nH]c(C)c(C)c1C
[19] Cc1ccc2nc(NC(=O)CC3Oc4ccccc4NC3=O)sc2c1 (configuration not stated)
[20] Cc1[nH]c2ccccc2c1C(=O)CSc1ccccc1
[21] Cc1ccc(-c2nc(CSCC(=O)NCc3cccnc3)c(C)o2)cc1
[22] O=C(CSc1nnc(SCc2ccccc2)s1)N/N=C/c1c[nH]c2ccccc12
[23] CC1(C)CC(=O)C2=C(C1)OC(N)=C(C#N)C2C1CC=CCC1 (configuration not stated)
[24] CCOC(=O)N/N=C/c1ccc(OCCSc2ccc(Cl)cc2)c(OC)c1

Screen / compound no.	17	18	19	20	21	22	23	24
NTR1 agonist	-0.5	-2.0	0.6	7.6	-0.9	.	1.2	4.9
NTR1 agonist cell count 20 µM	57	70	72	44	109	.	64	86
KOR beta-arrestin-1	-4%	-2%	20%	-21%	10%	-6%	-10%	-29%
TNAP activators	1.1	1	.	1.1	1	1.1	1	1.1
GPR55 beta-arrestin	-0.1%	-0.1%	-0.1%	0.2%	0.0%	0.0%	0.1%	-0.4%
CSM14.1 death rescue	-2.0%	1.2%	.	0.2%	4.0%	0.6%	0.4%	8.4%
NOD2 inhibition	-4%	14%	-8%	-18%	16%	-1%	6%	8%
KOR beta-arrestin-2	5.4%	1.6%	-0.4%	-6.2%	-1.1%	44%	5.4%	3.6%
Yfh1-off respiration	i	i	i	i	i	i	i	i
NOD1 inhibition	-8%	30%	-5%	-29%	42%	20%	-9%	-17%

[25] CC1(C)C(=O)NCCN1C(=O)CSc1nccc(-c2ccc(Br)cc2)n1
[26] COCCNC(=S)N/N=C(\C)c1ccc(Cl)c(Cl)c1
[27] O=Cc1ccc(OCC(=O)NC(=O)NC2CCCCC2)cc1
[28] Cc1cccc(NC(=O)N2CCc3ccccc3C2)c1C
[29] CCn1cc(C(=O)OCC(=O)N(C)Cc2ccccc2)c(=O)c2ccc(C)nc21
[30] Cc1cc2nnc(SCC(=O)Nc3ccc(Cl)cc3)n2c(N)n1
[31] COc1ccccc1/C=N/NC(=O)c1cc2c(OC)c(OC)ccc2[nH]1
[32] Cc1ccc(C(=O)Nc2nc(-c3ccccc3)c(-c3ccccc3)o2)cc1

Screen / compound no.	25	26	27	28	29	30	31	32
NTR1 agonist	4.6	4.2	3.5	-0.9	0.0	-0.6	3.7	3.7
NTR1 agonist cell count 20 µM	45	34	70	69	70	53	87	81
KOR beta-arrestin-1	2%	-35%	-28%	25%	23%	-14%	-120%	36%
TNAP activators	1.1	1.1	1	.	1.2	.	.	1.1
GPR55 beta-arrestin	0.0%	0.6%	7.3%	-0.1%	0.2%	0.1%	0.0%	0.3%
CSM14.1 death rescue	-0.2%	.	0.1%	.	0.4%	.	.	-2.3%
NOD2 inhibition	8%	-43%	5%	-41%	12%	-29%	-19%	-23%
KOR beta-arrestin-2	-2.8%	11%	.	-2.6%	-1.8%	1.0%	-3.8%	-3.2%
Yfh1-off respiration	i	i	i	.	i	.	.	i
NOD1 inhibition	-17%	-48%	-23%	-39%	-20%	-12%	-1%	36%

[33] Cc1cccc(-c2noc(CCC(=O)NCc3ccccc3)n2)c1
[34] COc1ccc([N+](=O)[O-])cc1NC(=O)C(C)N1CCCC1 (configuration not stated)
[35] COC(=O)Nc1nncs1
[36] Cc1ccc(CS(=O)(=O)CCC(=O)NCCc2ccccc2)cc1
[37] COc1cccc(NC(=O)c2oc3ccc(S(=O)(=O)N4CCOCC4)cc3c2C)c1
[38] COc1ccccc1CC(=O)Nc1ccc(-c2noc(COc3ccc(Cl)c(C)c3)n2)cc1
[39] Cc1ccccc1NC(=O)Nc1cc(S(N)(=O)=O)ccc1C
[40] CCO/N=C(\C)c1c(O)c2ccccc2n(C)c1=O

Screen / compound no.	33	34	35	36	37	38	39	40
NTR1 agonist	0.2	1.1	-1.1	2.1	5.8	7.3	-0.5	-0.6
NTR1 agonist cell count 20 µM	83	48	57	89	29	90	42	59
KOR beta-arrestin-1	7%	-3%	13%	-2%	-8%	-65%	16%	-2%
TNAP activators	1.1	.	.	.	0.9	1.2	1.1	0.9
GPR55 beta-arrestin	-0.2%	-0.3%	-0.3%	-0.1%	0.5%	-0.2%	0.0%	0.1%
CSM14.1 death rescue	0.2%	.	.	.	-4.3%	-0.7%	-0.7%	-1.2%
NOD2 inhibition	7%	4%	20%	-4%	.	-11%	3%	-15%
KOR beta-arrestin-2	2.1%	-3.5%	-0.6%	-2.7%	-1.2%	8.8%	-3.1%	4.7%
Yfh1-off respiration	i	.	i	.	i	i	i	i
NOD1 inhibition	-2%	-22%	-9%	-7%	.	-47%	0%	-7%

[41] COc1cccc(N2CCN(C(=O)c3ccc(CSc4nc5ccncc5[nH]4)cc3)CC2)c1
[42] Cc1cccc(CCNC(=O)C2CCC(=O)N2Cc2ccc(F)cc2)c1 (configuration not stated)
[43] CS(=O)(=O)N(C(=O)NC(=O)NC12CC3CC(CC(C3)C1)C2)C1CCCCC1
[44] CCCCC12CN3CC(C)(CN(C1)C31C(=O)N(C)c3ccc(C)cc31)C2=O (configuration not stated)
[45] COc1ccc(S(=O)(=O)NCC(=O)O)cc1C(=O)NC1CCCCC1
[46] COc1ccc2c(CC(=O)Nc3ccccc3OC)coc2c1
[47] COc1cccc(NC(=O)c2sc3nc4n(c(=O)c3c2C)CCC4)c1

Screen / compound no.	41	42	43	44	45	46	47
NTR1 agonist	-2.3	0.0	0.3	2.2	1.0	-0.3	-1.2
NTR1 agonist cell count 20 µM	62	53	46	75	76	40	44
KOR beta-arrestin-1	-29%	-18%	9%	12%	-46%	-7%	-9%
TNAP activators	1	1.1	1.1	1.1	1	1.1	.
GPR55 beta-arrestin	0.2%	-0.1%	-0.3%	-0.3%	0.4%	-0.3%	-0.2%
CSM14.1 death rescue	1.4%	-1.0%	0.4%	1.9%	-1.7%	-1.8%	.
NOD2 inhibition	16%	-3%	7%	0%	-10%	-24%	-18%
KOR beta-arrestin-2	7.2%	-2.0%	-0.4%	3.9%	5.0%	11%	5.2%
Yfh1-off respiration	.	i	i	i	i	i	.
NOD1 inhibition	-4%	-14%	-28%	-30%	41%	58%*	-31%

Down the list, from the results shown.
Entries 22–27 in NOD1 inhibition read 20%, -9%, -17%, -17%, -48%, -23%
Entries 22–27 in NOD2 inhibition read -1%, 6%, 8%, 8%, -43%, 5%
Entries 22–27 in KOR beta-arrestin-1 read -6%, -10%, -29%, 2%, -35%, -28%
